Screening results deposited in PubChem by National Center for Advancing Translational Sciences (NCATS).
Gal4-VP16 FLuc – VP16 counterscreen qHTS for inhibitors of ROR gamma transcriptional activity; AID 2546, 2010; Drosophila S2 Gal4-VP16 UAS-luciferase, luminescence, 20 h; Potency, µM (series often up to 53.6 µM), without a hit: top-dose activity, negative = inhibition, most hits filed as inhibitors; 310,000 compounds, 3.5% hits;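 also: Gal4-VP16 expression switched on by copper sulfate through the metallothionein promoter; potency is read from the fitted curve at half-maximal effect; % is scaled to controls: 0 for no effect and ±100 for the full control effect; nearly all actives have a fitted effect of over 50% in size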
Tb PFK inh – qHTS Assay to Find Inhibitors of T. brucei phosphofructokinase; ATP-dependent 6-phosphofructokinase (Trypanosoma brucei brucei), O15648; AID 485367, 2010; 330,000 compounds, 0.17% hits; T. brucei PFK, ADP-Glo luminescence; Potency, µM (highest dose often 57.5 µM), inactives show top-dose activity, negative = inhibition, usual class: inhibitors;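 also: potency is read from the fitted curve at half-maximal effect; 0% = uninhibited 1x PFK enzyme wells and -100% = no-enzyme wells; nearly all actives have a fitted effect of over 60% in size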
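In TEA buffer at pH 8.0 with 5 mM MgCl2, enzyme (1.25 nM) converted F6P (0.5 mM) and ATP (0.1 mM) for 45 min at room temperature. ADP product was read by luciferase luminescence.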
NPC1 promoter act – qHTS Assay for NPC1 Promoter Activators; Huh7 NPC1 promoter luciferase reporter, 24 h; Potency, µM (top dose mostly 9.22 µM), inactives show at the top dose activation, hits mostly activators; 320,000 compounds, 2.4% hits;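 also: potency is read from the fitted curve at half-maximal effect; % of control where 0% means no effect; nearly all actives have a fitted effect of over 60% in size; reporter is driven by a mutant NPC1 promoter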
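Compounds in DMSO were transferred onto Huh7 NPC1-luciferase reporter cells pre-incubated 2 h; after 24 h at 37 °C, Amplite reagent was dispensed and luminescence recorded 10 min later.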
BRCA1 expr up – qHTS Assay to Identify Small Molecule Activators of BRCA1 Expression; MCF7-BRCA1-FFLuc reporter, luminescence, 48 h; response scale: scaled: vehicle 0%, 10 µM genistein 100%; Potency, µM (series often up to 46.1 µM), without a hit: at the top dose activation, most hits filed as activators; 380,000 compounds, 1.1% hits; AID 624202, 2012; also: potency is read from the fitted curve at half-maximal effect; nearly all actives have a fitted effect of over 80% in size; some results filed as inactive show a strong effect at the top dose
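Cells: MCF7-BRCA1-FFLuc, 2000/well. Exposure: 48 h, 37 °C, 5% CO2. Read: luminescence, 15 min post-substrate. Controls: genistein 10 microM (maximal activation), DMSO (neutral).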
TRPV1 ag – HTS Assay for Compounds that Act as Agonists of the Vanilloid Receptor 1; TRPV1-expressing cells, Fluo-8 calcium influx, agonist mode; activation, % at 8.33 µM; 320,000 compounds, 0.19% hits; AID 540275, 2011; in the data active = activation above about 80%; inconclusive = between about 30% and that limit; also: 0% is about no effect
Target sequence (Q8NER1 whole entry, looked up): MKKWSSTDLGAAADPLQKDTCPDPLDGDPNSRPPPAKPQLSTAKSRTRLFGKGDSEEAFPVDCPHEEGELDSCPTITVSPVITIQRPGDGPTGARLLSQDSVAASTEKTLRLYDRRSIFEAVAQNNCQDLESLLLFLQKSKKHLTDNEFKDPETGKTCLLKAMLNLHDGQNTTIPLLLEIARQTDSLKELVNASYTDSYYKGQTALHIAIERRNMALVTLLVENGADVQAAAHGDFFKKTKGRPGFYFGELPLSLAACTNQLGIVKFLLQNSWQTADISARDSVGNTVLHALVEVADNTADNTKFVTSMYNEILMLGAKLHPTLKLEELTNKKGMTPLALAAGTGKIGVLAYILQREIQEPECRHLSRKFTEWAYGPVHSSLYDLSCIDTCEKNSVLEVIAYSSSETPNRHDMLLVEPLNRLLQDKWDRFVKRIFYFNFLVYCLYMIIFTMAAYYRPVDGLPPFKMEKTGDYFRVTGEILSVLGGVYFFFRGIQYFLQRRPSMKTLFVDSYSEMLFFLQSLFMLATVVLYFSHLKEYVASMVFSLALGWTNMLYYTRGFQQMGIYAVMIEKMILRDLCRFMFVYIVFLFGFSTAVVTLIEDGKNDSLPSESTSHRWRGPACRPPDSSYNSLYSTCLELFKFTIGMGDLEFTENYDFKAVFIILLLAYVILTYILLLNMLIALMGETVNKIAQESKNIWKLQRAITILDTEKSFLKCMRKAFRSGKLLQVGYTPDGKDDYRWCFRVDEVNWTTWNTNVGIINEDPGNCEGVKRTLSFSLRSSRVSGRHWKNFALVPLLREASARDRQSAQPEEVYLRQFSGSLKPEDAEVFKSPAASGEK
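TRPV1-expressing cells were cultured overnight at 35.5C and loaded with Fluo-8 calcium dye for 40 to 90 min at room temperature. After a 10 s baseline, compound was added and calcium influx was read kinetically for 3 min (ex 480/em 520 nm).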
FLuc modulator – qHTS profiling assay for firefly luciferase inhibitor/activator using purifed enzyme and Km concentrations of substrates (counterscreen for miR-21 project); Luciferin 4-monooxygenase (Photinus pyralis), P08659; purified FLuc, Km substrates, luminescence inhibition; Potency, µM (highest dose often 57.5 µM), for inactives: at the top dose activity change, negative = inhibition, actives largely listed as inhibitors; 360,000 compounds, 6.9% hits; AID 588342, 2011;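 also: potency is read from the fitted curve at half-maximal effect; plate controls were vehicle for no effect and reference inhibitor for full effect; nearly all actives have a fitted effect of over 55% in size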
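Biochemical qHTS of compounds, final roughly 60 µM downward over six points, against 10 nM purified firefly luciferase using Km concentrations of substrates (10 uM D-luciferin, 10 uM ATP) in Tris acetate pH 7.5 buffer; luminescence output.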
p53 reactivation – qHTS assay for re-activators of p53 using a Luc reporter; H1299 p53-A138V BP100-luciferase reporter, luminescence, 24 h; AID 504706, 2011; Potency, µM (highest dose often 92.2 µM), for the others: at the highest dose activity change, positive = activation, usual class: activators; 320,000 compounds, 0.063% hits; also: potency is read from the fitted curve at half-maximal effect; % of control where 0% means no effect; nearly all actives have a fitted effect of over 45% in size
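p53-null H1299 cells stably carrying temperature-sensitive p53-A138V and a BP100-luciferase reporter were pinned with compounds (4-point, 1:5 series) and held 24 hrs at 37 deg C. Luminescence was read 10 min after detection reagent.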
RORgamma inh – qHTS for inhibitors of ROR gamma transcriptional activity; Nuclear receptor ROR-gamma (Mus musculus), P51450; Drosophila S2 Gal4-RORgamma UAS-luciferase reporter, 20 h; Potency, µM (series often up to 53.6 µM), for inactives: top-dose activity change, negative = inhibition, usual class: inhibitors; 310,000 compounds, 5.4% hits; AID 2551, 2010; also: potency is read from the fitted curve at half-maximal effect; % is scaled to controls: 0 for no effect and ±100 for the full control effect; nearly all actives have a fitted effect of over 60% in size
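Stable Schneider cell line, Gal4 DNA-binding domain fused to ROR gamma, UAS-luciferase. Cmpd 1 hr RT → CuSO4 700 uM final → 20 hr RT → luciferase reagent 10 min → luminescence.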
Rab9 prom act – qHTS Assay for Rab9 Promoter Activators | Potency, µM (titrated, usually from 9.22 µM), without a hit: top-dose activation, negative = inhibition, most hits filed as activators | 320,000 compounds, 2.8% hits | Huh7 Rab9 promoter-luciferase reporter, luminescence, 24 h | AID 485297, 2010; also: potency is read from the fitted curve at half-maximal effect; % of control where 0% means no effect; nearly all actives have a fitted effect of over 60% in size
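Promoter activation is measured as luciferase luminescence in Huh7 cells stably transfected with a Rab9 promoter–luciferase construct, following 24 h compound exposure at 37 °C and 10 min reagent incubation at ambient temperature.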
ELG1 repair inh – qHTS screen for small molecules that inhibit ELG1-dependent DNA repair in human embryonic kidney (HEK293T) cells expressing luciferase-tagged ELG1; HEK293T ELG1-luciferase reporter, luminescence, 16 h; DNA damage induced by 5-fluorouridine; Potency, µM (doses to about 46.1 µM), without a hit: at the highest dose activity change, negative = inhibition, most hits filed as inhibitors; 330,000 compounds, 2.3% hits; AID 504467, 2011; also: potency is read from the fitted curve at half-maximal effect; % is scaled to controls: 0 for no effect and ±100 for the full control effect; nearly all actives have a fitted effect of over 55% in size
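Reporter activity after DNA damage by 5-fluorouridine is monitored. Compound-treated cells incubate 16 hr at 37 °C, then ONE-Glo is added for 30 min before luminescence reading.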
ELG1 genotoxic – qHTS screen for small molecules that induce genotoxicity in human embryonic kidney (HEK293T) cells expressing luciferase-tagged ELG1 | 330,000 compounds, 1.3% hits | AID 504466, 2011 | HEK293T ELG1-luciferase reporter, luminescence, 16 h | Potency, µM (titrated, usually from 46 µM), inactives show at the top dose activity change, positive = activation, hits mostly activators; also: potency is read from the fitted curve at half-maximal effect; % of control where 0% means no effect; nearly all actives have a fitted effect of over 60% in size
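Luminescence read-out: rising ELG1-luciferase signal, reflecting elevated ELG1 protein under genetic stress, flags genotoxic compounds. Cells were treated for 16 hr at 37 °C before ONE-Glo detection.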
Starred values were filed as active, the others as inactive; u = inconclusive; x = not tested or not shown; [ ] = dose if it differs, or a comment. Unless noted, calls follow the shape of the dose curve; as a rule, active = well fitted curve in the direction sought with a large enough effect; inconclusive = small, poorly fitted or top-dose-only effect, or another doubt; inactive = no such curve, though single readings can be large; an effect the other way counts as inactive or inconclusive.

Results follow in this order: Gal4-VP16 FLuc	Tb PFK inh	NPC1 promoter act	BRCA1 expr up	TRPV1 ag	FLuc modulator	p53 reactivation	RORgamma inh	Rab9 prom act	ELG1 repair inh	ELG1 genotoxic
> Cc1noc(NS(=O)(=O)c2ccc(NC(=O)CSc3ncccn3)cc2)c1C
→ -4.9%	-0.1%	0.0%	-6.7%	-1.7	-1.6%	4.5%	45.1%	-5.0%	u	-12.1%
> COc1cc(NC(=O)Nc2cccc3cccnc23)cc(OC)c1OC
→ u	0.9%	-2.0%	10.9%	-1.5	19µM*	x	u	6.6%	-22.7%	5.8%
> Cc1ccc(S(=O)(=O)NCCCC(=O)C=[N+]=[N-])cc1
→ -0.1%	1.4%	-3.6%	-3.0%	-0.9	7.5%	-2.3%	u	-6.8%	-1.0%	1.0%
> COc1ccc(N(Cc2ccccc2)S(=O)(=O)c2ccc(C)cc2)cc1
→ -16.3%	2.0%	-4.0%	-10.3%	1.6	1.4%	-4.4%	19.1%	-5.8%	0.0%	-6.5%
> O=C(O)c1cc(-c2ccco2)nn1-c1ccc(Cl)cc1
→ 5.3%	u	-3.9%	-12.6%	-1.4	u	5.6%	6.1%	2.0%	10.6%	0.2%
> COc1ccc(CCNC(=O)CSc2nnc(Cc3csc(N)n3)n2C)cc1OC
→ -3.2%	-1.8%	2.4%	9.0%	-2.5	-9.9%	3.0%	-33.1%	1.5%	-8.0%	-2.3%
> COc1ccc(Nc2ncnc3ccccc23)cc1
→ 19.7%	3.4%	3.16µM*	7.94µM*	u	15.1µM*	u	u	2.82µM*	-5.0%	13.7%
> CCOc1ccc2nc(NC(=O)CSc3nc4cccnc4n3C)sc2c1
→ u	-3.9%	1.9%	-9.4%	-4.0	u	9.1%	u	4.0%	0.3%	14.0%
> COc1cc(CNc2ccc(C(=O)O)cc2)cc(Br)c1OCC(=O)NC(C)(C)C
→ -3.0%	-0.5%	0.6%	-22.4%	2.6	-6.9%	-11.6%	-1.0%	-7.5%	-11.1%	1.0%
> COc1ccc(NC(=O)c2cccc(S(=O)(=O)N3CCc4ccccc43)c2)cn1
→ u	0.6%	-13.2%	-10.5%	2.0	-8.1%	1.4%	-5.6%	-25.5%	8.2µM*	-8.6%
> NS(=O)(=O)c1ccc(NC(=O)CSc2cn[nH]n2)cc1
→ 0.8%	5.9%	-4.4%	23.3%	-1.5	-0.3%	2.2%	-6.5%	-2.7%	7.4%	-2.5%
> O=C(CCN1CCCC1Cc1ccccc1)c1ccc2c(c1)OCCO2 (centres undefined)
→ 5.62µM*	x	x	-86.8%	u	-12.5%	x	5.01µM*	x	x	x
> COC(=O)C(NC(C)=O)(Nc1ccc(Br)cn1)C(F)(F)F (centres undefined)
→ -3.7%	5.2%	1.6%	1.2%	2.5	-1.1%	-5.2%	13.8%	-5.2%	-0.2%	0.1%
> COc1cc2c3nnc(-c4ccc(F)cc4)c-3cn(Cc3ccccc3F)c2cc1OC
→ 5.01µM*	3.2%	-1.5%	-2.2%	-0.3	-1.6%	u	6.31µM*	-5.0%	u	u
> C/C(=N\N(C)C)c1ccc(OCCOc2ccc([N+](=O)[O-])cc2)cc1
→ -9.2%	-3.0%	-1.6%	30.1%	-0.5	-1.2%	1.3%	26.0%	-2.1%	4.4%	-11.3%
> COc1cc(/C=N/N=C2/C(=O)Nc3ccccc32)ccc1O
→ -6.0%	1.0%	21.0%	-38.3%	-5.0	6.75µM*	12.5%	-8.6%	-0.7%	u	u
> S=C(NCC(c1cccnc1)N1CCOCC1)NC1CCCCC1 (centres undefined)
→ -7.1%	0.2%	-6.6%	5.0%	0.3	-1.0%	-1.1%	-15.4%	-7.9%	12.6%	0.3%
> FC(F)(F)c1nnc2c(Sc3ccccc3)nc3ccccc3n12
→ -7.4%	-1.2%	2.6%	-83.2%	2.9	-1.5%	u	-2.5%	0.5%	u	2.0%
> Cc1cccc(NCCNc2cccc(C)c2)c1
→ 5.1%	0.1%	-11.4%	5.8%	-1.7	-18.3%	0.1%	15.5%	-7.2%	11.2%	-1.4%
> Cc1cc(C)c(S(=O)(=O)N2CCN(C(=O)C3COc4ccccc4O3)CC2)c(C)c1 (centres undefined)
→ x	-1.6%	-1.4%	-7.9%	-0.9	1.1%	-0.7%	x	-3.9%	u	-7.4%
> CCn1c(SCC(=O)NC2CC2)nnc1-c1ccncc1
→ x	2.9%	-3.6%	6.2%	-2.5	-1.6%	x	x	-0.9%	4.1%	1.8%
> O=C(NCC(c1cccs1)N1CCOCC1)c1ccc(Cl)c([N+](=O)[O-])c1 (centres undefined)
→ -4.0%	8.0%	-4.3%	-64.6%	-5.1	0.0%	-11.8%	8.6%	1.9%	-10.4%	-1.2%
> CCN(CC)S(=O)(=O)c1ccc(Cl)c(NC(=O)COC(=O)/C=C/c2ccc(O)c(OC)c2)c1
→ -2.9%	-3.0%	7.3%	-4.9%	u	u	-6.5%	23.9%	1.8%	u	-3.9%
> Cc1c(C)n2c(SCC(=O)N3CCOCC3)nnc2[nH]c1=O
→ x	10.4%	0.1%	-1.2%	1.1	2.4%	0.7%	x	-1.7%	19.3%	4.5%
> CC(C)C(OC(=O)c1ccco1)C(=O)NC1CCCC1 (centres undefined)
→ -0.5%	0.9%	1.9%	-3.5%	6.9	-1.1%	-2.0%	-1.8%	-4.0%	-14.2%	2.9%
> CC(C)[C@H](NC(=O)c1ccccc1)C(=O)OCC(=O)N1CCc2ccccc2C1
→ -10.8%	-5.9%	-0.3%	3.2%	2.2	u	3.4%	20.0%	2.2%	0.6%	1.3%
> CC1(C)C2CCC(C2)C1(C)NC(=O)CNCC1CCCCC1 (centres undefined)
→ -4.6%	-1.3%	-3.3%	-1.7%	19.9	-0.6%	-2.9%	-15.3%	-5.7%	-9.5%	-10.9%
> Cc1nnc(C)n1/N=C/c1ccc(-c2ccccc2)cc1
→ -10.0%	0.8%[0.46 µM]	2.1%	18.4%	4.8	u	-8.5%	-0.6%	2.5%	u	5.8%
> COc1ccc(/C=N/N=C2\SCC(=O)N2c2c(C)n(C)n(-c3ccccc3)c2=O)cc1OC
→ 0.5%	1.3%	-1.6%	6.5%	-2.5	-16.0%	-2.8%	u	-0.8%	-18.9%	-0.5%
> Nc1nc(SCC(=O)c2ccc(Oc3ccccc3)cc2)n[nH]1
→ 23.9%	-16.9%	2.0%	64.6%	u	u	u	4.2%	-0.4%	u	u
> O=C(O)c1ccc2c(c1)S(=O)(=O)c1cc(Cl)ccc1C2=O
→ x	12.3%	11.6%	54.2%	-0.7	-25.0%	u	x	27.7%	u	12.6%
> CC(CN(C(N)=O)c1ccccc1O)C(=O)O (centres undefined)
→ 0.7%	0.1%	1.7%	-1.1%	0.7	0.3%	3.4%	-9.5%	-1.8%	-6.4%	-2.2%
> Cc1cccc2cc(COC(=O)c3cccs3)c(=O)[nH]c12
→ -10.3%	-6.0%	0.2%	-2.4%	4.1	-2.1%	-1.7%	-11.8%	-6.8%	12.7%	4.2%
> CCC(c1n[nH]c(=S)n1-c1ccccc1)N(C)C (centres undefined)
→ 17.3%	-2.4%	1.8%	-4.1%	-3.3	-0.1%	2.5%	-28.3%	-4.0%	25.6%	4.4%
> CCN=c1scc(-c2ccccc2)n1/N=C/c1ccccn1
→ 7.94µM*	-3.2%	0.355µM*	-26.4%	7.8	0.601µM*	u	4.47µM*	0.562µM*	u	u
> O=C(CN(Cc1ccco1)C(=O)CCC(=O)Nc1ccccn1)NCc1ccccc1
→ 0.7%	0.5%	-0.3%	0.8%	1.2	2.5%	-2.9%	29.0%	-0.4%	-1.0%	-0.1%
> COc1ccc(NC(=O)C2CCCN(c3nn4c(=O)cc(C)nc4s3)C2)c(OC)c1 (centres undefined)
→ -9.4%	5.7%	-0.5%	11.9%	1.3	3.7%	5.4%	-22.8%	2.5%	10.2%	0.8%[9.26 µM]
